Compound activity (PubChem BioAssay)
M5 antag – human M5 muscarinic receptor antagonists, primary screen, CHO cells, Fluo-8 calcium fluorescence. Muscarinic acetylcholine receptor M5 (Homo sapiens), P08912. CHO-hM5 cells, ACh EC80. inhibition, % at 3 µM. 360,000 compounds, 0.59% hits. AID 624040, 2012;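 active = inhibition above a per-plate cutoff, the mean of that plate's test compounds plus 3 SD, cut at about 27% in these data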;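 note: 0% = acetylcholine EC80 with DMSO and 100% = DMSO without agonist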
Target sequence (P08912 whole entry, looked up): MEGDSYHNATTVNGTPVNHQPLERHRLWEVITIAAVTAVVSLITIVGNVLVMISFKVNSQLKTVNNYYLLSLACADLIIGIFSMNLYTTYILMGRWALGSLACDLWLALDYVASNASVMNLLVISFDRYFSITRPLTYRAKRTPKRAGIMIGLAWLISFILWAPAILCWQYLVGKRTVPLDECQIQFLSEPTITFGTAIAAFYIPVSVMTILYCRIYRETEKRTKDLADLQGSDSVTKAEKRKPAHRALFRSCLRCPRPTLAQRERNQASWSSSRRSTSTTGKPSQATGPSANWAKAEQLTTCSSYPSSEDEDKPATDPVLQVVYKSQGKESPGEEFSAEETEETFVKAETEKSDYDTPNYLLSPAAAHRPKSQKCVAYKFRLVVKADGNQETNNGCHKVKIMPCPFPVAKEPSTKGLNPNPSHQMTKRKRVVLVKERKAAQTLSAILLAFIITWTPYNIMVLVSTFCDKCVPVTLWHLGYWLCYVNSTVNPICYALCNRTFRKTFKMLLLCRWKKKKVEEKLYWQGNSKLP
M4 ag – human M4 muscarinic receptor agonists, primary screen, CHO-K1 cells, Fluo-8 calcium fluorescence. CHO-K1 hM4/Gqi5; vehicle 0%, full acetylcholine response 100%. Muscarinic acetylcholine receptor M4 (Homo sapiens), P08173. 360,000 compounds, 0.14% hits. activation, % at 3 µM;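 active = activation above the run mean over all test wells plus 3 SD, cut at about 32% in these data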;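 note: peak over basal fluorescence ratio per well then scaled between controls; 0% = DMSO wells and 100% = acetylcholine at EC100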
Target sequence (P08173 whole entry, looked up): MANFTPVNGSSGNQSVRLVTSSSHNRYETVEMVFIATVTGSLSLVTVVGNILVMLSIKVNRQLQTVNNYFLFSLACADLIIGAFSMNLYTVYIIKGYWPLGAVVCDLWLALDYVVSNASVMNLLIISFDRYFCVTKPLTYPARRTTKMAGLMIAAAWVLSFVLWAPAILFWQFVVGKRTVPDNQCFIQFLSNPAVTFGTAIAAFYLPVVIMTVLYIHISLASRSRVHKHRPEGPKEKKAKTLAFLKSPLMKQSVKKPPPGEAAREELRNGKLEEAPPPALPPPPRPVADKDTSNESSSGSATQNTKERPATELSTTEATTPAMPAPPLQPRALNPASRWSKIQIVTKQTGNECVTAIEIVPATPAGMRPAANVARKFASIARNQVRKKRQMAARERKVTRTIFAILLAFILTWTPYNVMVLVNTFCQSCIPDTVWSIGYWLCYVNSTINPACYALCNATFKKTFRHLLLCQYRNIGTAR
M1 ag parental – counter-screen for M1 agonists: effect in parental CHO-K1 cells. Fluo-8 calcium fluorescence; scaled to maximal ATP response, vehicle zero. 360,000 compounds, 0.48% hits. activation, % at 3 µM. AID 602248, 2012; in the data active = activation above about 15%;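 note: untransfected CHO-K1 host cells lacking M1 receptor as counterscreen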
M4 antag – human M4 muscarinic receptor antagonists, primary screen, CHO cells, Fluo-8 calcium fluorescence | Muscarinic acetylcholine receptor M4 (Homo sapiens), P08173 | CHO-hM4 cells, ACh EC80 | inhibition, % at 3 µM | 360,000 compounds, 0.73% hits | AID 624125, 2012;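 active = inhibition above its plate's cutoff, the mean inhibition of sample wells plus 3 SD, cut at about 27% in these data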;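 note: 0% = acetylcholine EC80 with DMSO and 100% = DMSO without agonist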
CHRM5 agonist – human M5 muscarinic receptor agonists, primary screen, CHO-K1 cells, Fluo-8 calcium fluorescence | CHO-K1 hM5 cells; 0% DMSO wells, 100% maximal acetylcholine response | AID 624037, 2012 | Muscarinic acetylcholine receptor M5 (Homo sapiens), P08912 | activation, % at 3 µM | 360,000 compounds, 0.19% hits;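 active = activation above the run's mean over test compounds plus 3 SD, cut at about 23% in these data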;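 note: signal is peak over basal fluorescence ratio across the kinetic read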
M1 PAM parental – nonselective calcium activators in parental CHO-K1 cells, primary screen, counter-screen for M1 PAM project, cell-based, Fluo-8 calcium fluorescence, full deck, 1536-well; ATP EC20; 0% at ATP EC20, 100% at ATP max; activation, % at 3 µM; AID 602247, 2012; 360,000 compounds, 0.02% hits;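 active = activation above the run cutoff, the mean activation of all test compounds plus 3 SD, cut at about 40% in these data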;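 note: peak over basal fluorescence ratio in a 140 s read after ATP addition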
M5 PAM – human M5 muscarinic receptor positive allosteric modulators, primary screen, CHO-K1 cells, Fluo-8 calcium fluorescence; Muscarinic acetylcholine receptor M5 (Homo sapiens), P08912; CHO-K1 hM5, ACh EC20 PAM; 0% = ACh EC20, 100% = ACh EC100; activation, % at 3 µM; 360,000 compounds, 0.3% hits;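 active = activation above the run cutoff, the mean activation of all test compounds plus 3 SD, cut at about 18% in these data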
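System – CHO-K1 hM5 cells · Compound – 3 µM, single dose · Incubation – compound preincubation 140 s before EC20 acetylcholine addition · Technique – Fluo-8 calcium fluorescence · Measure – Max/basal fluorescence ratio as % of EC20–EC100 ACh window · Benchmarks – low control EC20 acetylcholine (0%), high control EC100 acetylcholine (100%) · Replication – singlicate, one well per test compound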
CHRM4 PAM – human M4 muscarinic receptor positive allosteric modulators, primary screen, CHO-K1 cells, Fluo-8 calcium fluorescence. Muscarinic acetylcholine receptor M4 (Homo sapiens), P08173. CHO-K1 hM4/Gqi5, ACh EC20; 0% = ACh EC20, 100% = maximal ACh. activation, % at 3 µM. 360,000 compounds, 0.4% hits. AID 624126, 2012;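 active = activation above its plate's cutoff, the mean activation of sample wells plus 3 SD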; note: some results filed as inactive read as strong as hits
CHO-K1 Ca antag – M1 antagonist counterscreen hit in parental CHO-K1 cells; ATP-induced calcium, Fluo-8 fluorescence; inhibition, % at 3 µM; 360,000 compounds, 0.6% hits;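 active = inhibition above a per-plate cutoff, the plate's mean sample inhibition plus 3 SD, cut at about 24% in these data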;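 note: 0% = DMSO plus EC80 ATP and 100% = DMSO alone without ATP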
* hit, by the source's call.

SMILES	M5 antag	M4 ag	M1 ag parental	M4 antag	CHRM5 agonist	M1 PAM parental	M5 PAM	CHRM4 PAM	CHO-K1 Ca antag
O=C(CCCOc1ccccc1)NCC1CCCO1 (stereo unspecified)	-2	1	0.2	6	1	9	1	-3	-15
CCn1ccc(C(=O)Nc2sc3c(c2C(=O)OC)CCC3)n1	2	0	0.5	-2	-5	12	0	4	-14
O=C(CCCOc1ccc(Cl)cc1Cl)Nc1ccccn1	-5	1	0.6	5	-3	-2	1	-3	10
O=C(c1ccc(N2CN(C(=O)c3ccco3)c3nc4ccccc4nc32)cc1)N1CCOCC1	-5	8	1.5	4	2	-8	-3	-5	3
CCOc1ccc(-n2nc(C(=O)NC3CCCCC3)c3ccccc3c2=O)cc1	4	1	-0.3	-7	-5	2	-1	-8	-20
Cc1ccc(C(C)NC(=O)C2CCCO2)cc1C (stereo unspecified)	-7	0	0.3	-2	1	-2	2	18	-4
COc1cc(OC)cc(C(=O)N2CCN(Cc3ccc4c(c3)OCO4)CC2)c1	16	1	0.3	7	-7	7	3	-5	-8
O=c1oc(-c2ccco2)nc2sc3c(c12)CCCCC3	1	1	1.2	9	-1	-8	-1	-7	-13
Cc1ccc(-c2nc3ccccc3c(=O)n2CCCn2ccnc2)cc1	11	0	-0.1	15	-3	6	-9	-9	-1
COC(=O)C1=C(C)N=C2SC(C)C(=O)N2C1c1ccc(C(=O)OC)cc1 (stereo unspecified)	-4	1	-0.3	4	-3	-4	-4	13	-2
O=C(OCC(O)C1OC(c2ccccc2)OC(COC(=O)c2ccccc2)C1O)c1ccccc1 (stereo unspecified)	0	13	3.3	-5	2	15	-2	-2	-8
CN(Cc1ccccc1)C(=O)COC(=O)c1ccc2ccccc2n1	-3	4	1.4	-3	-3	-5	-6	-3	-16
COc1ccc(CCNC(=O)C(=O)c2cn(CC(=O)N3CCOCC3)c3ccccc23)cc1	-1	6	2.6	-10	0	13	-1	0	-10
COc1cccc(C=C2Cc3ccccc3C2=O)c1	5	-1	-0.1	3	-3	0	-4	-1	16
CCn1c(SCC(=O)N/N=C/c2c[nH]c3ccccc23)nnc1-c1ccc(C(C)(C)C)cc1	16	2	0.6	-4	-1	5	-8	4	8
Nc1ccc2cc3[nH]c4cc(N)ccc4c3nc2c1	68*	21	33*	32*	101*	-14	-27	-4	57*
Cc1cccc(N(O)C(=O)Nc2cccc(Cl)c2)c1	10	5	10	5	3	4	-7	-5	5
Cc1ccc([C@@H]2[C@@H]3C(=O)N(C)C(=O)[C@@H]3[C@]3(C)C(=O)N(Cc4ccc(-c5ccccc5)cc4)CC(=O)N23)o1	14	2	0.3	7	-2	-9	-7	-4	18
CC(=O)Nc1ccc(S(=O)(=O)n2nc(C)cc2C)cc1	-6	0	0.7	1	2	20	4	-1	-11
O=C(NC1CCS(=O)(=O)C1)c1ccc(S(=O)(=O)NCC2CCCO2)cc1 (stereo unspecified)	-2	0	-0.2	-5	0	6	0	4	-3
CN1C2C=C(N(CCc3ccccc3)C(=O)c3ccc(Cl)cc3)CC1CC2 (stereo unspecified)	0	3	0.8	-7	-6	10	4	2	-18
O=C1CCCN1CCNC(=S)Nc1ccccc1	1	1	-0.3	-6	0	10	-2	10	18
COc1ccc(-c2c(C(F)(F)F)oc3c(CN4CCN(C)CC4)c(O)ccc3c2=O)cc1	-6	1	1.4	16	-5	0	7	2	15
CCCNC(=O)C1(C)CCN1C(=O)Cc1ccc(C(C)C)cc1 (stereo unspecified)	0	0	-0.1	-1	1	6	-3	0	-3
CCNC(=O)CN1C(=O)NC2(CCOc3ccccc32)C1=O (stereo unspecified)	-1	2	1.4	6	-3	29	6	7	-13

3 entries from above, field by field.
molecule: Cc1ccc(C(C)NC(=O)C2CCCO2)cc1C (stereo unspecified)
  M5 antag = -7 | M4 ag = 0 | M1 ag parental = 0.3 | M4 antag = -2 | CHRM5 agonist = 1 | M1 PAM parental = -2 | M5 PAM = 2 | CHRM4 PAM = 18 | CHO-K1 Ca antag = -4
molecule: O=C(NC1CCS(=O)(=O)C1)c1ccc(S(=O)(=O)NCC2CCCO2)cc1 (stereo unspecified)
  M5 antag = -2 | M4 ag = 0 | M1 ag parental = -0.2 | M4 antag = -5 | CHRM5 agonist = 0 | M1 PAM parental = 6 | M5 PAM = 0 | CHRM4 PAM = 4 | CHO-K1 Ca antag = -3
molecule: O=C1CCCN1CCNC(=S)Nc1ccccc1
  M5 antag = 1 | M4 ag = 1 | M1 ag parental = -0.3 | M4 antag = -6 | CHRM5 agonist = 0 | M1 PAM parental = 10 | M5 PAM = -2 | CHRM4 PAM = 10 | CHO-K1 Ca antag = 18

A draw from above in order of length of the SMILES, low to high.
SMILES	M5 antag	M4 ag	M1 ag parental	M4 antag	CHRM5 agonist	M1 PAM parental	M5 PAM	CHRM4 PAM	CHO-K1 Ca antag
O=C1CCCN1CCNC(=S)Nc1ccccc1	1	1	-0.3	-6	0	10	-2	10	18
Nc1ccc2cc3[nH]c4cc(N)ccc4c3nc2c1	68*	21	33*	32*	101*	-14	-27	-4	57*
O=c1oc(-c2ccco2)nc2sc3c(c12)CCCCC3	1	1	1.2	9	-1	-8	-1	-7	-13
CCNC(=O)CN1C(=O)NC2(CCOc3ccccc32)C1=O (stereo unspecified)	-1	2	1.4	6	-3	29	6	7	-13
CN1C2C=C(N(CCc3ccccc3)C(=O)c3ccc(Cl)cc3)CC1CC2 (stereo unspecified)	0	3	0.8	-7	-6	10	4	2	-18
O=C(NC1CCS(=O)(=O)C1)c1ccc(S(=O)(=O)NCC2CCCO2)cc1 (stereo unspecified)	-2	0	-0.2	-5	0	6	0	4	-3
Cc1ccc([C@@H]2[C@@H]3C(=O)N(C)C(=O)[C@@H]3[C@]3(C)C(=O)N(Cc4ccc(-c5ccccc5)cc4)CC(=O)N23)o1	14	2	0.3	7	-2	-9	-7	-4	18

(listing goes on)
SMILES	M5 antag	M4 ag	M1 ag parental	M4 antag	CHRM5 agonist	M1 PAM parental	M5 PAM	CHRM4 PAM	CHO-K1 Ca antag
CCCn1nc(C(=O)Nc2ccc(-n3cnnn3)cc2)c2ccccc2c1=O	-2	3	1.3	-7	5	10	-3	0	3
Cc1ccc2c(c1)sc[n+]2Cc1ccccc1	10	-1	-0.1	21	19	0	21*	-2	-1
COc1ccccc1OC(=O)Cc1cccc2ccccc12	-10	-1	-0.1	1	1	-6	-3	-4	-1
CCOc1cc(/C=C(/C#N)c2ccc(Cl)cc2)cc(Cl)c1OCC(=O)O	-1	1	-0.6	-2	0	-4	9	6	-10
COC(=O)[C@@]1(Cc2ccccc2)[C@H]2C(=O)N(C)C(=O)[C@H]2[C@H]2CN=C(SCC3CC3)N21	18	0	0.8	0	-1	10	-3	-3	-2
C=CCC1NS(=O)(=O)OC(CCc2ccccc2)C1O (stereo unspecified)	8	1	-0.1	6	1	1	5	-3	10
CCn1c(SCC(=O)N2CCCC2)nc2c1c(=O)n(C)c(=O)n2C	-3	1	0.2	-5	-2	7	3	6	-17
COc1ccc(-c2nc(CS(=O)(=O)CC(=O)NCc3ccccc3OC)c(C)o2)cc1	2	8	4.1	0	-2	3	1	-4	-10
Cc1ccc(-c2cc(C(=O)NCc3ccc4c(c3)OCO4)no2)cc1	7	0	0.0	12	2	-9	-7	3	-20
COCCN(C(=O)Cc1cccs1)C(C(=O)NCc1ccc(OC)cc1)c1ccc(C(C)C)cc1 (stereo unspecified)	10	22	9.7	17	2	-1	-20	-12	-19
COC(=O)/C=C1\SC(=Nc2ccc(Cl)c(Cl)c2)NC1=O	10	2	0.3	-6	0	1	0	8	1
COc1cc(OC)c(N(C)S(=O)(=O)c2cccc(C(=O)OCc3c(C)noc3C)c2)cc1Cl	11	5	1.7	2	-4	-2	-5	-8	5
Cc1ccccc1C(=O)Nc1cccc(C(=O)N/N=C/c2ccccn2)c1	4	12	4.1	-3	-2	3	-11	-1	-10
O=C1[C@H]2[C@@H](c3ccc(F)cc3)N3C(=O)N(c4ccc(Br)cc4)C(=O)[C@@]3(Cc3ccccc3)[C@H]2C(=O)N1C1CCCCC1	9	0	0.7	3	4	7	4	2	-10
O=C1CN(C(=O)COC(=O)C2=COCCO2)c2ccccc2N1	5	0	0.1	4	-5	-2	-1	-4	-6
CCOC(=O)c1c(SCc2ccccc2)n[nH]c1N	16	1	-0.3	2	-2	-19	-1	-5	7
CCN1C[C@@H]2[C@@H]3C(=O)N(C)C(=O)[C@@H]3[C@](C)(C1=O)N2C(=O)c1ccc(C(C)(C)C)cc1	-6	0	0.0	-10	6	2	11	-2	-6
O=C(C1CC1(c1ccccc1)c1ccccc1)N1CCOCC1 (stereo unspecified)	-7	1	0.4	4	-2	13	5	2	-2
COc1ccccc1N(CC(=O)NC1CCCC1)C(=O)c1oc(C(C)(C)C)cc1C	5	2	4.8	3	5	19	4	2	-14
COc1ccc(Cl)cc1C(=O)NCCCSc1ccccc1	3	4	1.5	-5	-6	27	2	-1	-22
CCCCNC(=S)Nc1ccccc1F	-10	1	0.5	-9	-2	17	5	2	-10
Cc1ccc(O)c(C(=O)CC(=O)c2ccc(Cl)cc2)c1	4	0	-0.9	-8	-3	-7	-4	-1	-11
CC(=O)COc1ccc2c(-c3ccccc3)cc(=O)oc2c1C	0	3	-0.2	-9	4	4	-3	-7	2
CCn1nnc(NC(=O)c2c(OC)cccc2OC)n1	-3	1	0.1	-2	1	4	1	5	0
CSCCC(NC(=O)c1ccccc1Cl)C(=O)NNC(=O)c1ccncc1 (stereo unspecified)	10	1	0.5	5	2	3	-2	0	-1
O=P(OC1CCCCC1)(OC1CCCCC1)C(O)c1ccc(Cl)cc1Cl (stereo unspecified)	-2	0	-0.4	12	1	-5	-4	-12	21
Cc1oc2c(CN3CCCCC3C)c(O)ccc2c(=O)c1-c1ccc(Br)cc1 (stereo unspecified)	5	0	-0.6	19	-4	-6	0	-17	-4
O=C(CN1C(=O)NC2(CCCc3ccccc32)C1=O)NCc1ccc(Cl)cc1Cl (stereo unspecified)	18	5	0.8	11	-1	6	0	-4	-2
CC(Sc1nnc(Cc2ccccc2)n1C)C(=O)NC1CC1 (stereo unspecified)	5	0	0.1	15	1	4	-1	2	-4
